Screening data deposited in PubChem by several laboratories.
AHR activator – AHR activators, primary screen, cell-based, luminescence, luciferase reporter, human | Aryl hydrocarbon receptor (Homo sapiens), P35869 | AID 2796, 2010 | activation, % at 5 µM | AHR-responsive luciferase reporter cells | 2.5% of 320,000 active; in the data active = activation above about 47%;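 also: 0% = vehicle wells and 100% = reference agonist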
LAP4-GFP MLPCN – modulators of LAP4-GFP expression in yeast, primary screen, S. cerevisiae, multiplex flow cytometry, MLPCN library; 0.34% of 320,000 active; 3 h; median GFP as percent of DMSO wells; GFP response vs DMSO, % at 10 µM;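 active = GFP response vs DMSO above a set limit, about the screen mean plus 3 SD, cut at about 150% in these data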
MEP2-GFP yeast – modulators of MEP2-GFP levels in yeast, primary screen, S. cerevisiae, multiplex flow cytometry, MLPCN library; S. cerevisiae MEP2-GFP strain, 3 h; 100% = DMSO control level; AID 2016, 2009; GFP response vs DMSO, % at 10 µM; 0.51% of 330,000 active;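 active = GFP response versus DMSO above a set limit, roughly screen mean plus 3 SD, cut at about 180% in these data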;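 also: median GFP fluorescence of the barcode-gated MEP2-GFP cells per well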
JMJD2C inh – inhibitors of GASC-1 histone demethylase, primary screen, biochemical, fluorescence, DELFIA europium; Lysine-specific demethylase 4C (Homo sapiens), Q9H3R0; GST-JMJD2C(1-420) H3K9me3 demethylation; 0.069% of 330,000 active; inhibition, % at 2.35 µM;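 active = more than half of a compound's replicate wells show inhibition beyond 50%, single wells judged on their own value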;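 also: signal counts dimethyl H3K9 product captured on neutravidin plate; 0% = median of DMSO wells and 100% = 0.3 times that DMSO median; strong numbers were not always called active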
Target sequence (Q9H3R0 1-420 limits assumed): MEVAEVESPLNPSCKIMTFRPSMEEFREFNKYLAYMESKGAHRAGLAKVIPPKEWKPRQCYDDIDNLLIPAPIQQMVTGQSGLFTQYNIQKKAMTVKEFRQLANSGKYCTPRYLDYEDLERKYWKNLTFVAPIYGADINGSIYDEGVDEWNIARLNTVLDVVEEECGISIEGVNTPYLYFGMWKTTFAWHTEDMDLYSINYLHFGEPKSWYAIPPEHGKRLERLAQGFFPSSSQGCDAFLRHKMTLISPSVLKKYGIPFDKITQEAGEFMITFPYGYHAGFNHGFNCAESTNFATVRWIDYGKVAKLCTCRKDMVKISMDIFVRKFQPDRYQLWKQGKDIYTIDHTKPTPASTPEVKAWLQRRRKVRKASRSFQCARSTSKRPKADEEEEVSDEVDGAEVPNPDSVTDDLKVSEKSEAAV
CR mimetic SO – reduction of superoxide in aged yeast, primary screen, HTS | S. cerevisiae aged cells, superoxide DHE fluorescence; stronger effect = lower value | superoxide response (% of plate mean), % at 10 µM | 0.18% of 330,000 active;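 active = superoxide response under a set limit, about three screen SD below normal, cut at about 65% in these data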;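 also: yeast aged for seven days with compound at 30 °C before DHE staining; 100% = average MFI of all compound-treated wells on the plate with controls excluded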
RPL19A-GFP yeast – RPL19A-GFP expression modulators in yeast, primary screen, cell-based, S. cerevisiae, multiplex flow cytometry, MLPCN; S. cerevisiae RPL19A-GFP strain, 3 h; stronger effect = lower value; percent response vs DMSO, % at 10 µM; 0.3% of 330,000 active; AID 2025, 2009;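 active = percent response vs DMSO below 50%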;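 also: median channel GFP fluorescence of the barcoded RPL19A-GFP strain; ratio of sample median GFP to plate DMSO average so 100% = DMSO; lower means less RPL19A-GFP as with rapamycin TOR inhibition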
proCasp3 act – activators of human procaspase-3 D3A mutant, primary screen, biochemical, absorbance, PC-3 D3A mutant, single concentration | Caspase-3 (Homo sapiens), P42574 | recombinant procaspase-3 D3A, Ac-DEVD-pNA absorbance 405 nm | activation, % at 8.5 µM | 0.11% of 330,000 active | AID 463141, 2010;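 active = activation above the mean of all tested compounds plus 3 SD, cut at about 21% in these data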;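 also: 0% = DMSO alone and 100% = DMSO wells spiked with extra 5 µM PC-3 D3A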
Target sequence (P42574 whole entry D9A/D28A/D175A): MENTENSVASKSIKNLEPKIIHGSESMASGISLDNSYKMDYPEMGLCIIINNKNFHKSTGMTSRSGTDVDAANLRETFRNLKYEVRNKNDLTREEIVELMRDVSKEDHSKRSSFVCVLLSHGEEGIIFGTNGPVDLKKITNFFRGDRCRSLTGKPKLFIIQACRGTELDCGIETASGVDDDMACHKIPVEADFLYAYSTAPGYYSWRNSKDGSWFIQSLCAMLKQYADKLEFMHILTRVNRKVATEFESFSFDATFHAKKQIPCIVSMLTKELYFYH
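System: Procaspase-3 D3A mutant. Medium: Zinc-free 300 mM NaCl, 50 mM HEPES, 0.01% Triton X-100. Schedule: 1 h preincubation plus 2 h reaction at 25 °C. Measured by: 405 nm absorbance of p-nitroaniline, reads at 0 and 120 min. Read-out: percent activation relative to control range.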
procasp7 counter – procaspase-7 activators, primary screen, counter-screen for procaspase-3 activator project, biochemical, absorbance, HTS, human; Caspase-7 (Homo sapiens), P55210; recombinant procaspase-7, Ac-DEVD-pNA absorbance 405 nm; D23A/D198A/D206A triple mutant, cannot self-cleave; scale: DMSO 0, 5 µM enzyme 100; activation, % at 8.5 µM; 0.093% of 330,000 active; AID 463210, 2010;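 active = percent activation above the screen-wide mean plus 3 SD, cut at about 25% in these data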
Target sequence (P55210 whole entry D23A/D198A/D206A): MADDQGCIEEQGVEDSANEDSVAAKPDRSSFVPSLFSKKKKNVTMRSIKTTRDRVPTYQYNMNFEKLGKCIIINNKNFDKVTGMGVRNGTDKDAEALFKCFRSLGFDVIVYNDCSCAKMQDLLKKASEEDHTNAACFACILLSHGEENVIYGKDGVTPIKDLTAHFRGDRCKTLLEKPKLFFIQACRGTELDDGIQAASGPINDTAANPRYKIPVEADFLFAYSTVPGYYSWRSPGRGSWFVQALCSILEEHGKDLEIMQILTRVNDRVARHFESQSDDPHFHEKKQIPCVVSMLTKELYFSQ
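Assay system – Uncleavable procaspase-7 mutant enzyme · Quantity – 2 µM procaspase-7 mutant as dispensed · Times – 1 h preincubation, 2 h reaction · Dosing – single nominal 8.5 µM compound dose, 0.8% DMSO final · Buffer or medium – Zinc-free 50 mM HEPES buffer, pH 7.4, with NaCl and Triton X-100 · Detection – Epi-absorbance of released pNA at 405 nm, two timepoints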
Starred values were filed as active, the others as inactive; . = not tested or not shown.

Every second line gives: MEP2-GFP yeast | procasp7 counter | CR mimetic SO | LAP4-GFP MLPCN | JMJD2C inh | proCasp3 act | AHR activator | RPL19A-GFP yeast
1	Cc1nc2ccccn2c1/C(O)=C1\C(=O)C(=O)N(CCN(C)C)C1c1ccco1 (stereo not given)
    107 | -14 | 93 | 99 | 2 | 0 | 1 | 111
2	CC(C)N=C(Nc1ccc(Cl)cc1)c1cccnc1
    103 | -6 | 111 | 95 | 0 | 0 | 79* | 94
3	COc1ccc(NC(=O)CCC(=O)OC(C(=O)c2ccccc2)c2ccccc2)cc1 (stereo not given)
    107 | 1 | 132 | 98 | -2 | 6 | 0 | 113
4	Cc1ccc(CSc2nc3ccccc3cc2C=O)cc1
    94 | 7 | 106 | 95 | 1 | 0 | 82* | 96
5	CN(C)C(=O)N1CCC(C(=O)NCC2CCCO2)CC1 (stereo not given)
    98 | -1 | 106 | 96 | -1 | 4 | -1 | 96
6	COc1ccc(NC(=O)CSc2nnc(N)s2)c([N+](=O)[O-])c1
    100 | 4 | 103 | 96 | 7 | -6 | 0 | 96
7	COc1ccc(-c2cc(C(=O)N3CCN(Cc4ccc5c(c4)OCO5)CC3)on2)cc1OC
    100 | 3 | 119 | 106 | 5 | -7 | 2 | 94
8	O=S(=O)(NCC(c1ccco1)N1CCc2ccccc2C1)c1ccc(Br)cc1 (stereo not given)
    102 | 0 | 105 | 98 | 86 | 11 | -1 | 100
9	Cn1c(=O)c(=O)n(C)c2cc(S(=O)(=O)Nc3ccc4c(c3)OCCO4)ccc21
    104 | 13 | 105 | 96 | 5 | -2 | -1 | 99
10	Fc1ccccc1SCc1nnc(-c2ccccc2Br)o1
    96 | 1 | 103 | 109 | -4 | 9 | -4 | 95
11	COc1ccc(-c2csc(NC(=O)C3CSC4(C)CCC(=O)N34)n2)cc1 (stereo not given)
    93 | 4 | 89 | 96 | 5 | 7 | 1 | 93
12	CN1CCN(c2ccc(S(=O)(=O)N3CCCCC3)cc2NC(=O)c2cccc([N+](=O)[O-])c2)CC1
    100 | 13 | 85 | 96 | 10 | 1 | 0 | 98
13	CCOC(=O)C1CCCN(C(=O)c2ccc3c(c2)N(C)C(=O)/C(=C/c2ccccc2Cl)S3)C1 (stereo not given)
    103 | -2 | 131 | 108 | 18 | -1 | -1 | 102
14	CN(Cc1ccccc1)C(=O)COc1ccc(N(C)S(=O)(=O)c2ccc(F)cc2)cc1
    101 | 0 | 91 | 101 | 2 | -1 | 4 | 95
15	CCCC(=O)Nc1ccc(C(=O)Nc2cccc(OC)c2)cc1
    104 | -4 | 102 | 97 | 1 | 0 | 11 | 103
16	CCOC(=O)c1sc(NC(=O)c2ccc(S(=O)(=O)N3CCCCCC3)cc2)nc1-c1ccccc1
    96 | 6 | 108 | 94 | -6 | -2 | 11 | 96
17	N#CCOC(=O)C1c2ccccc2Oc2ccccc21
    99 | 6 | 106 | 95 | -4 | 0 | -2 | 100
18	CN(C)C(=O)COc1ncnc2sc(-c3ccccc3)cc12
    98 | -10 | 136 | 93 | 7 | -4 | 10 | 107
19	CC(C)c1ccc(C2(O)C(=O)Nc3cc(Br)ccc32)c(O)c1 (stereo not given)
    105 | 7 | 104 | 104 | -1 | 7 | 12 | 103
20	COc1ccc(C)cc1NC(=O)CSc1nnnn1C1CCCC1
    102 | 9 | 139 | 95 | -20 | -1 | 10 | 106

Reprinted at random: two records from the list, in no set order.
Every second line gives: MEP2-GFP yeast | procasp7 counter | CR mimetic SO | LAP4-GFP MLPCN | JMJD2C inh | proCasp3 act | AHR activator | RPL19A-GFP yeast
13	CCOC(=O)C1CCCN(C(=O)c2ccc3c(c2)N(C)C(=O)/C(=C/c2ccccc2Cl)S3)C1 (stereo not given)
    103 | -2 | 131 | 108 | 18 | -1 | -1 | 102
14	CN(Cc1ccccc1)C(=O)COc1ccc(N(C)S(=O)(=O)c2ccc(F)cc2)cc1
    101 | 0 | 91 | 101 | 2 | -1 | 4 | 95

Remaining list, next part
Every second line gives: MEP2-GFP yeast | procasp7 counter | CR mimetic SO | LAP4-GFP MLPCN | JMJD2C inh | proCasp3 act | AHR activator | RPL19A-GFP yeast
21	Cn1c(Cn2c(=O)sc3ccccc32)nnc1SCc1ccc(F)cc1
    103 | 9 | 107 | 104 | 1 | -4 | 4 | 104
22	CNC(=O)CSCc1c(Cl)cccc1Cl
    106 | 5 | 98 | 98 | -4 | 8 | -1 | 97
23	Cc1ccc(C(=O)N2CCN(c3ncnc4c(-c5ccccc5)nsc34)CC2)cc1
    101 | 7 | 96 | 102 | -1 | 9 | -2 | 89
24	CCCCOc1ccc(C2CCC(C(C)=O)C(C)C2)cc1 (stereo not given)
    101 | 9 | 97 | 111 | 1 | 5 | -4 | 98
25	CCCCCc1c(O)nc(SCCN(C)C)[nH]c1=O
    103 | 4 | 98 | 94 | -3 | 0 | 0 | 105
26	CC1=C(C)CC(C(=O)Nc2cccc([N+](=O)[O-])c2)C(C(=O)O)C1 (stereo not given)
    104 | -9 | 130 | 94 | 0 | -8 | 2 | 106
27	Cc1ccccc1CC(=O)NCCN1CCOCC1
    107 | 3 | 96 | 101 | 146 | 4 | 2 | 98
28	Nn1c(Cc2cccc3ccccc23)nnc1SCn1nnc2ccccc2c1=O
    109 | 0 | 120 | 105 | 7 | 0 | 3 | 100
29	COc1ccccc1CN1C(=O)C2CC=CCC2C1=O (stereo not given)
    97 | -17 | 117 | 104 | -3 | -4 | 3 | 101
30	O=C(/C=C/c1cccc(Cl)c1)Nc1ncccn1
    . | -8 | 108 | . | 2 | 2 | 64* | .
31	COc1ccc(S(=O)(=O)N(CCc2ccccc2)CC(=O)NCCCO)cc1
    101 | 9 | 93 | 100 | -4 | -6 | -1 | 98
32	Nn1cnnc1N/N=C/c1ccccc1C(F)(F)F
    104 | -15 | 94 | 94 | 1 | 2 | 12 | 101
33	O=C(Nc1nccs1)c1cc(Cl)nc2ccccc12
    94 | -6 | 118 | 97 | -2 | 0 | 68* | 100
34	Cc1ccc(S(=O)(=O)/N=C2/C=C(C3C(=O)CC(C)(C)CC3=O)C(=O)c3ccccc32)cc1
    97 | -28 | 115 | 134 | 8 | -11 | 37 | 101
35	Cc1ccc(CN2CCC(C(=O)Nc3cccc(-c4cccc(F)c4)c3)CC2)o1
    98 | -10 | 97 | 96 | 10 | 0 | 3 | 100
36	CCCOc1ccc(N2C(=O)CC(N(Cc3ccco3)C(=O)CCC(=O)O)C2=O)cc1 (stereo not given)
    102 | 5 | 102 | 106 | 1 | -6 | 1 | 99
37	Cc1cc(Cl)ccc1NC(=S)NC(C)(C)C
    98 | -4 | 85 | 94 | -1 | -4 | 3 | 93
38	CN(CCc1ccccn1)C1CC(=O)N(c2ccc(Cl)cc2)C1=O (stereo not given)
    104 | -19 | 107 | 100 | 5 | -33 | 8 | 96
39	O=C(Cn1cnc2sc(-c3ccccc3)cc2c1=O)NCc1ccccc1
    103 | -8 | 96 | 100 | 14 | 9 | 2 | 99
40	C=CCn1c(SC)nnc1-c1cccc([N+](=O)[O-])c1
    99 | 8 | 95 | 99 | 4 | 10 | -2 | 104
41	COc1ccccc1NC(=O)N(Cc1ccccc1)c1ccccn1
    108 | 13 | 108 | 117 | -14 | -11 | 12 | 104
42	CCC1(C)Cc2c(sc3c2c(=O)n(-c2ccccc2)c(=O)n3C)CO1 (stereo not given)
    94 | 4 | 84 | 89 | . | -8 | 0 | 88
43	CC(C)(CO)NCc1ccccc1OCC(=O)Nc1ccccc1
    107 | -1 | 82 | 94 | 3 | 3 | 9 | 96
44	COc1cc(NS(=O)(=O)c2ccc(NC(=O)COc3ccc(C)cc3)cc2)nc(OC)n1
    99 | -2 | 106 | 97 | 4 | 3 | -2 | 99
45	O=C(O)c1cccc(Nc2ccncc2[N+](=O)[O-])c1
    106 | -9 | 104 | 87 | -12 | 4 | -1 | 107
46	CCOc1ncccc1C(=O)OCC(=O)Nc1ccc(C(N)=O)cc1
    98 | 2 | 95 | 97 | 2 | 8 | -4 | 100
47	O=C(O)c1cccc(NC(CNS(=O)(=O)c2ccc(Cl)cc2)c2ccccc2)c1 (stereo not given)
    93 | -2 | 94 | 99 | 44 | 8 | 2 | 94
48	Cc1nonc1OCC(C)(COc1nonc1C)NC(=O)c1ccc(Cl)cc1
    112 | -2 | 95 | 103 | 99 | -3 | -3 | 101
49	O=C1CCC(/C=C/c2ccccc2)=NN1Cc1ccccc1
    102 | 2 | 89 | 95 | -2 | -1 | 1 | 95
50	COc1cccc(NC(=O)NNC(=O)c2ccc3c(c2)NC(=O)C(C)(C)O3)c1
    99 | -3 | 99 | 88 | . | 0 | 3 | 101

Taken from above.
MEP2-GFP yeast, compound 45 → 106
JMJD2C inh, compound 44 → 4
MEP2-GFP yeast, compound 46 → 98

Other records follow:
Every second line gives: MEP2-GFP yeast | procasp7 counter | CR mimetic SO | LAP4-GFP MLPCN | JMJD2C inh | proCasp3 act | AHR activator | RPL19A-GFP yeast
51	COc1ccc(CNC(=O)CN2C(=O)CSc3ccc(S(=O)(=O)N4CCCCC4)cc32)cc1
    107 | 10 | 90 | 108 | -3 | -2 | 3 | 104
52	COc1cc(NC(=O)Cn2cnc3ccccc3c2=O)c(OC)cc1Cl
    95 | 12 | 150 | 93 | 2 | -2 | 2 | 100
53	O=C(CN1CCC(n2nnc3cc(C(F)(F)F)ccc32)CC1)NNC(=O)c1ccco1
    107 | 0 | 89 | 88 | 22 | 10 | 3 | 100
54	Cc1cccc(/C=N/NC(=O)Cc2ccc(Cl)cc2)c1O
    107 | -38 | 101 | 93 | 2 | -22 | 52* | 103
55	CN(C)c1ccc(C(=O)OCC(=O)N2CCOCC2)cc1
    95 | 13 | 98 | 99 | -7 | 0 | 3 | 92
56	CCOc1ncccc1C(=O)OCC(=O)c1ccc(OC)c(OC)c1
    106 | -2 | 87 | 92 | -4 | 0 | 4 | 107
57	S=C(Nc1ccccc1)N1N=CCC1c1ccccc1 (stereo not given)
    96 | -4 | 95 | 110 | 19 | -6 | 10 | 95
58	Cc1ccc2sc(NNC(=O)c3cc(-c4cccs4)nc4ccccc34)nc2c1C
    95 | -12 | 101 | 92 | 1 | -2 | 24 | 102
59	O=C(Nc1nc(-c2ccc(Oc3ccccc3)cc2)cs1)C1=COCCO1
    100 | -11 | 104 | 93 | -1 | -12 | 9 | 99
60	CCOc1cc(C(=O)CCC(=O)OCC(=O)N2c3ccccc3NC(=O)C2(C)C)ccc1O
    106 | -1 | 99 | 96 | 4 | 1 | 2 | 91
61	CCC1(CC)NC(=S)N(Nc2ccccc2)C1=O
    97 | 7 | 88 | 90 | 13 | 1 | 0 | 98
62	Cc1nn(C)c(C)c1NC(=O)C12CC3CC(CC(C3)C1)C2
    112 | 7 | 99 | 101 | 0 | -3 | -3 | 105
63	Cc1cccc(OCC(=O)Nc2ccccc2N2CCCC2)c1C
    95 | 1 | 120 | 101 | 17 | 0 | 2 | 95
64	Cc1ccc(C(=O)C(OC(=O)c2c(C)cc(=O)oc2C)c2ccccc2)cc1 (stereo not given)
    103 | -6 | 97 | 85 | 1 | 3 | -2 | 107
